HT1080 IDH1KD tx = qHTS for induction of synthetic lethality in tumor cells producing 2HG: qHTS for the HT-1080-IDH1KD cell line; HT-1080 IDH1 knockdown viability, ATP luminescence, 48 h; Potency, µM (doses to about 46.1 µM), for inactives: top-dose activity, negative = toxicity, actives largely listed as cytotoxic; 360,000 compounds, 2% hits; AID 686971, 2013;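 also: potency is read from the fitted curve at half-maximal effect; 0% = DMSO wells and -100% = cell-free medium wells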
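Cytotoxicity counter-line: IDH1KD HT-1080, 48 h, CellTiter-Glo. Curves classed by r2, magnitude and activity.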
ATXN2 expr inh = Primary qHTS for Inhibitors of ATXN expression | HEK-293 ATXN2-luciferase reporter, luminescence, 24 h | 360,000 compounds, 0.72% hits | AID 1745845, 2022 | Potency, µM (highest dose often 57 µM), for inactives: top-dose activity change, negative = inhibition, usual class: inhibitors; also: potency is read from the fitted curve at half-maximal effect; % is scaled to controls: 0 for no effect and ±100 for the full control effect; nearly all actives have a fitted effect of over 55% in size
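qHTS (up to 57 uM final) was run with 24 h compound exposure of reporter cells at 37 °C. Each well was multiplexed: SteadyGlo luminescence measured ATXN2-luciferase expression after a fluorogenic Gly-Phe-AFC viability readout (25 uM final).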
SW480 rerep = A quantitative high throughput screen for small molecules that induce DNA re-replication in SW480 colon adenocarcinoma cells. SW480 DNA re-replication, Hoechst DNA content imaging, 48 h. Potency, µM (doses to about 46.1 µM), for inactives: at the highest dose re-replication activation, actives largely listed as activators. 340,000 compounds, 1.8% hits; also: potency is read from the fitted curve at half-maximal effect; % of control where 0% means no effect; nearly all actives have a fitted effect of over 55% in size
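Cells (250 per well) received 23 nL compound or DMSO by pin tool and were kept 48 hr at 37 C, 5% CO2. Nuclei were then stained with Hoechst for 40 min and scanned for DNA content.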
HT1080-NT tox = qHTS for induction of synthetic lethality in tumor cells producing 2HG: qHTS for the HT-1080-NT fibrosarcoma cell line | HT-1080-NT fibrosarcoma viability, CellTiter-Glo ATP luminescence, 48 h | Potency, µM (titrated, usually from 46.1 µM), without a hit: at the highest dose activity, negative = less viability, most hits filed as cytotoxic | 360,000 compounds, 1.6% hits | AID 686970, 2013;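 also: NT is the 2HG producing partner of a matched IDH1 knockdown line; potency is read from the fitted curve at half-maximal effect; 0% = DMSO-treated cells and -100% = media-only wells without cells; nearly all actives have a fitted effect of over 55% in size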
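HT-1080-NT; 750 cells/well; 5% FBS RPMI; 48 h compound, 37 degrees C; CellTiter-Glo luminescence; curve fitting and curve-class assignment.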
KB-V1 cytotox = qHTS assay for MDR1-selective chemotherapeutics: Primary screen using the drug-selected MDR subline cells KB-V1. AID 1347076, 2019. 400,000 compounds, 3.4% hits. Potency, µM (highest dose often 46.1 µM), for the others: at the top dose activity change, negative = cytotoxicity, actives largely listed as cytotoxic. KB-V1 MDR cells viability, CellTiter-Glo, 72 h; also: potency is read from the fitted curve at half-maximal effect; % is scaled to controls: 0 for no effect and ±100 for the full control effect; nearly all actives have a fitted effect of over 60% in size
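In this primary screen, KB-V1 cells overexpressing P-gp are incubated with library compounds (lowest to highest concentration) for 72 h at 37 degrees C before a luminescent ATP viability read.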
KB-3-1 cytotox = qHTS assay for MDR1-selective chemotherapeutics: Primary screen using the parental adenocarcinoma cell KB-3-1; KB-3-1 viability, CellTiter-Glo ATP luminescence, 72 h; Potency, µM (highest dose often 46.1 µM), inactives show top-dose activity change, negative = cytotoxic, hits mostly cytotoxic; 400,000 compounds, 1.4% hits; AID 1347075, 2019; also: potency is read from the fitted curve at half-maximal effect; % is scaled to controls: 0 for no effect and ±100 for the full control effect; nearly all actives have a fitted effect of over 60% in size
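Parental KB-3-1 adenocarcinoma cells in phenol-red-free DMEM with 10% FBS were pin-treated with compounds at several concentrations, incubated 72 h at 37 °C, and viability read by CellTiter-Glo luminescence; concentration-effect curves were fitted after normalization.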
MCF10A rereplic = A quantitative high throughput screen for small molecules that induce DNA re-replication in MCF 10a normal breast cells; MCF 10A DNA re-replication, Hoechst nuclear intensity, 48 h; 350,000 compounds, 2.9% hits; Potency, µM (series often up to 46.1 µM), without a hit: top-dose activity, positive = re-replication, actives largely listed as activators; also: potency is read from the fitted curve at half-maximal effect; % of control where 0% means no effect; nearly all actives have a fitted effect of over 50% in size
WRN inhibitor = qHTS for Inhibitors of WRN Helicase | Bifunctional 3'-5' exonuclease/ATP-dependent helicase WRN (Homo sapiens), Q14191 | AID 651768, 2012 | 360,000 compounds, 0.46% hits | WRN helicase unwinding, fluorescent forked duplex, kinetic | Potency, µM (doses to about 114 µM), for the others: top-dose activity change, negative = inhibition, actives largely listed as inhibitors; also: potency is read from the fitted curve at half-maximal effect; % is scaled to controls: 0 for no effect and ±100 for the full control effect; nearly all actives have a fitted effect of over 55% in size
Target sequence (Q14191 whole entry, looked up): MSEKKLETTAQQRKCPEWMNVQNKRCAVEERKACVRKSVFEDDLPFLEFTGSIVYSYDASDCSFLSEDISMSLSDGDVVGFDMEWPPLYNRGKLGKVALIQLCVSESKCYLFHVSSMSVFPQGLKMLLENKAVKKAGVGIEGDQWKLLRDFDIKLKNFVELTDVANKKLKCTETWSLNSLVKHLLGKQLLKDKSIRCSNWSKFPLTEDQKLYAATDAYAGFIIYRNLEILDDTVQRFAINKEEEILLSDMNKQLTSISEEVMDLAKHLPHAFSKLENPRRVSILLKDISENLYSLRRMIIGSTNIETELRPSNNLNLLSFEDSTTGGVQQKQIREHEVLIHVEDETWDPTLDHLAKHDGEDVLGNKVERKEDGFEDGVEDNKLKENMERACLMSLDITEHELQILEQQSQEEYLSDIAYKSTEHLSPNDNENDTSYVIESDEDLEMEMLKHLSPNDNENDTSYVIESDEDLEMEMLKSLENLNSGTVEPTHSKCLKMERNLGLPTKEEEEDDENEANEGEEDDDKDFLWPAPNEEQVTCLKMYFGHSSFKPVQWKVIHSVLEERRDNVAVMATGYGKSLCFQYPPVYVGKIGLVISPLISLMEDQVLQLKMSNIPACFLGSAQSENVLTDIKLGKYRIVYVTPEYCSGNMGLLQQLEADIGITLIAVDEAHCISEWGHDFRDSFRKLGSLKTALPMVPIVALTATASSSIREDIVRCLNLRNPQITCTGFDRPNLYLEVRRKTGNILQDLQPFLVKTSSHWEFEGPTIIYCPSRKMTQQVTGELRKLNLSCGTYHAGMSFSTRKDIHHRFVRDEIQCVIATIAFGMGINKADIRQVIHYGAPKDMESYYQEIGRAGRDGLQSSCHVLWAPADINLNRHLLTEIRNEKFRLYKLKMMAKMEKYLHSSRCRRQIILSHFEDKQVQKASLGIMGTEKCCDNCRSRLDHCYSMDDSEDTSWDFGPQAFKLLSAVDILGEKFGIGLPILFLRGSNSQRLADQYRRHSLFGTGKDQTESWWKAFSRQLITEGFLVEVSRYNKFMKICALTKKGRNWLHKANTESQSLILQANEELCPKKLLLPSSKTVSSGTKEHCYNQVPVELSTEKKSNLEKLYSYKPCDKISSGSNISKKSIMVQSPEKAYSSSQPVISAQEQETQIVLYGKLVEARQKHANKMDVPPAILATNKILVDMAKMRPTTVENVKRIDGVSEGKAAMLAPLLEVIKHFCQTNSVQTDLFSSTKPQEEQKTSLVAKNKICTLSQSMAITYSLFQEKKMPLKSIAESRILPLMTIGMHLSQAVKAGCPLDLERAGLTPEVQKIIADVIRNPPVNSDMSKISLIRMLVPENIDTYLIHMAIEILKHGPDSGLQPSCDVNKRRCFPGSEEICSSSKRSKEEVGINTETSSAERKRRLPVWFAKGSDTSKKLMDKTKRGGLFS
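WRN at 20 nM final preincubated with compound 15 min at room temperature; reaction started with 100 nM fluorophore/quencher forked duplex oligonucleotide and 2 mM ATP final. Unwinding followed kinetically by red fluorescence (ex 525, em 598 nm).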
IL1B secr inh = qHTS for Inhibitors of Inflammasome Signaling: IL-1-beta AlphaLISA Primary Screen | THP-1 LPS/ATP IL-1B secretion, AlphaLISA, 16 h; stronger effect = lower value | activity change, % at 57.5 µM | 360,000 compounds, 4.7% hits; in the data active = activity change below about -50%; inconclusive = mostly about -30% to -49%; also: % is scaled to controls: 0 for no effect and ±100 for the full control effect
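Secreted IL-1B measured by AlphaLISA bead assay after 16 h compound exposure of THP-1 cells; compounds (final up to 57.5 uM) added 1 h before LPS (250 ng/mL) and ATP (1.25 mM) stimulation; lower signal means less secretion.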
Numbers without * were called inactive; ? = inconclusive; . = no result given; [ ] = another dose, or the depositor's remark. Unless noted, calls follow the shape of the dose curve; as a rule, active = well fitted curve in the direction sought with a large enough effect; inconclusive = small, poorly fitted or top-dose-only effect, or another doubt; inactive = no such curve, though single readings can be large; an effect the other way counts as inactive or inconclusive. An unsorted share of the library; overall some 12% were active at least once.

SMILES	HT1080 IDH1KD tx	ATXN2 expr inh	SW480 rerep	HT1080-NT tox	KB-V1 cytotox	KB-3-1 cytotox	MCF10A rereplic	WRN inhibitor	IL1B secr inh
COc1cc(C(C)=O)ccc1OCCN1CCC(Cc2ccccc2)CC1	?	-33%	11%	-23%	?	-6%	?	?	-64*
Cc1cccc(C)c1NC(=O)CN1C(=O)NC(C)(CCc2ccccc2)C1=O (stereo not drawn)	1%	.	-3%	2%	-11%	-18%	23%	-3%	-3
Cc1ccc(NC(=O)N2CCC(C(=O)c3ccc(F)cc3)CC2)cc1	-15%	-14%	-2%	-15%	23µM*	-23%	11%	-4%	-7
O=c1c(Br)c(N2CCOCC2)cnn1-c1ccccc1	15%	.	-6%	12%	28%	3%	1%	1%	-22
O=[N+]([O-])c1ccc(/C=C/c2ccc3cccc(O)c3n2)cc1	?	29%	?	?	0%	?	24%	4%	7
O=C(OCCN1C(=O)c2ccccc2C1=O)c1cccs1	10%	2%	18%	9%	0%	9%	3%	-7%	-14
O=C(c1ccc(S(=O)(=O)Nc2cccc(C(F)(F)F)c2)cc1)N1CCN(c2ccccc2O)CC1	?	-11%	1%	-16%	21µM*	?	?	-14%	?
COc1cc(NC(=O)Nc2cccn3nc(COCCO)nc23)cc(OC)c1OC	1%	13%	.	11%	5%	0%	.	-4%	-7
CCCn1c(SCN2C(=O)c3ccccc3C2=O)nc2cc(Cl)ccc2c1=O	0%	-6%	-4%	-5%	?	-1%	0%	9%	5
CCCCc1ccc(NC(=O)N[C@H](C(=O)O)C(C)CC)cc1 (stereo partly drawn)	14%	0%	-1%	15%	17%	18%	6%	9%	17
COc1ccc(OC)c(NC(=O)COC(=O)c2ccc(OC)c(S(=O)(=O)N3CCOCC3)c2)c1	9%	.	-1%	13%	-1%	4%	12%	-5%	5
Cc1onc(-c2ccccc2Cl)c1C(=O)N1C=CC(C(F)(F)Cl)=NCC1	7%	2%	-8%	5%	3%	9%	8%	-4%	37
CCN(CC)S(=O)(=O)c1cccc(-c2nnc(SCC(=O)NCCC3=CCCCC3)n2N)c1	-2%	-13%	-6%[9.22 µM]	-10%	-3%	-4%	17%	-2%	-18
Nc1nccnc1C(=O)OCC(=O)Nc1ccc2[nH]c(=O)[nH]c2c1	3%	-2%	-9%	0%	9%	0%	-1%	?	3
O=C(CCOc1ccccc1)Nc1ccnn1C1CCN(C(=O)CCC(F)(F)F)CC1	1%	15%	-1%	0%	-3%	5%	2%	-1%	-7
COc1ccccc1NC(=O)CN(Cc1ccco1)C(=O)c1ccc(N2CCCC2=O)cc1	11%	7%	-2%	2%	-14%	-16%	2%	?	8
COc1ccc(CC(=O)OCC(=O)NCC2CCCO2)cc1OC (stereo not drawn)	9%	.	-11%	-1%	26%	2%	6%	6%	-4
Cc1nnc(NC(=O)c2sc3ccccc3c2Cl)s1	-12%	?	-2%	-6%	-13%	4%	20%	-15%	0
O=C(O)c1ccc(NC(=S)Nc2ccc(S(=O)(=O)Nc3ccccn3)cc2)cc1	16%	6%	-18%	1%	3%	-11%	-17%	-11%	7
c1ccc(C(c2ccccc2)N2CCN(c3nc4ccccc4n4cnnc34)CC2)cc1	-3%	4%	2%	0%	9.2µM*	23µM*	7.3µM*	-14%	36
N=c1oc2cc(O)ccc2cc1C(=O)Nc1ccc(F)cc1	-9%	42%[activator]	8.2µM*	-2%	-5%	?	9.2µM*	-2%	-56*
COc1cc(Cl)c(C)cc1NC(=O)CSc1ccccc1	-3%	-4%	-7%	-4%	-18%	10%	0%	-9%	-2
Cc1nc(CN(C)C(=O)c2cc(COc3c(F)cccc3F)on2)cs1	20%	18%	-5%	18%	?	19%	-6%	6%	-7
CCCn1c2c(c(O)c(C(=O)Nc3ccc(OCC)cc3)c1=O)CCCC2	11%	13%	-4%	7%	?	-12%	1%	-10%	31
CCOC(=O)C(=NC1CCS(=O)(=O)C1)NNc1cc(Cl)ccc1Cl (stereo not drawn)	15%	-8%	0%	2%	12%	15%	15%	-16%	18

Some of the entries above, set out differently:
The line under a structure holds: HT1080 IDH1KD tx, ATXN2 expr inh, SW480 rerep, HT1080-NT tox, KB-V1 cytotox, KB-3-1 cytotox, MCF10A rereplic, WRN inhibitor, IL1B secr inh
COc1cc(NC(=O)Nc2cccn3nc(COCCO)nc23)cc(OC)c1OC
  1%, 13%, ., 11%, 5%, 0%, ., -4%, -7
CCCn1c(SCN2C(=O)c3ccccc3C2=O)nc2cc(Cl)ccc2c1=O
  0%, -6%, -4%, -5%, ?, -1%, 0%, 9%, 5
CCCCc1ccc(NC(=O)N[C@H](C(=O)O)C(C)CC)cc1 (stereo partly drawn)
  14%, 0%, -1%, 15%, 17%, 18%, 6%, 9%, 17

More results.
SMILES	HT1080 IDH1KD tx	ATXN2 expr inh	SW480 rerep	HT1080-NT tox	KB-V1 cytotox	KB-3-1 cytotox	MCF10A rereplic	WRN inhibitor	IL1B secr inh
OCC[C@H]1C[C@H](O)[C@@H](O)[C@@]2(CCCc3ccccc3O2)O1	17%	10%	-13%	17%	0%	2%	1%	2%	12
Cc1ccc(C)c(NC(=O)CN(C)C(=O)C2COc3ccccc3O2)c1 (stereo not drawn)	-2%	-1%	?	-8%[9.24 µM]	-1%	0%	1%	-5%	11
Oc1ccc(/C=N/Nc2ccnc3cc(Cl)ccc23)cc1O	?	?	16µM*	?	-10%	0%	23%	?	80
CC1(C)CC(=O)C=C(c2cccnc2)C1	8%	-2%	-3%	5%	27%	14%	-5%	9%	27
COc1ccc(-c2cc(C(=O)N(C)CC(=O)Nc3cccc(F)c3)c3ccccc3n2)cc1OC	?	.	.	?	0%	-1%	.	-1%	-2
CN1CCNC(=O)C1CC(=O)O (stereo not drawn)	0%	-3%	0%	2%	-8%	-2%	-4%	-2%	2
CC(C)(C)OC(=O)C[C@H]1C/C=C\C[C@H](CC(=O)N(CCO)Cc2ccccc2)C(=O)NCCOC1=O	13%	3%	-11%	14%	-16%	10%	1%	2%	12
CC(C)N1CCN(Cc2ccc(C#CC(C)(C)O)s2)CC1CCO (stereo not drawn)	2%	-2%	-73%[inhibitor]	-4%	14%	12%	-2%	-12%	18
CNc1ncnc2sc(-c3ccccc3)cc12	-17%	10%	2%	-22%	9.2µM*	?	4%	-16%	-77*
NS(=O)(=O)c1ccc(CCNC(=O)c2ccc(OCC3CCCO3)cc2)cc1 (stereo not drawn)	-4%	-14%	-1%	2%	-1%	-9%	2%	4%	18
N#C/C(=C\N1CCN(Cc2ccc3c(c2)OCO3)CC1)c1nc2ccccc2s1	?	-2%	?	?	21µM*	?	21µM*	-19%	-11
C[C@@H]1CN([C@@H](C)CO)C(=O)c2cc(N(C)C)ccc2O[C@@H]1CN(C)Cc1ccncc1	1%	5%	-9%	19%	5%	-11%	-7%	0%	-10
COc1ccc(-n2cc(CN(C)Cc3n[nH]c(=O)[nH]3)c(-c3cccc(F)c3)n2)cc1	-14%	-12%	-5%	-21%	4%	29%	-3%	7%	-4
COc1ccc(N2C(=O)[C@@H]3[C@H](C2=O)[C@H]2C=CC=NN2[C@@H]3C(=O)Nc2ccc(Cl)cc2)cc1	-2%	-33%	3%	-3%	4%	2%	17%	-3%	13
Cc1cccc(C)c1NC(=S)N1CCCN(C)CC1	13%	.	0%	20%	-4%	1%	3%	-2%	-8
Cc1cccc(-c2cccc(NC(=O)C3CCCN(C(=O)c4csc(C)n4)C3)c2)c1 (stereo not drawn)	?	-2%	?	-29%	-6%	-2%	?	-13%	?
Oc1ccc(Nc2ccnc3cc(Cl)ccc23)cc1	-24%	?	?	-11%	-14%	-9%	17%	1%	-74*
O=C(N/N=C/c1coc2ccccc2c1=O)c1ccncc1	-4%	7%	-4%	-6%	4%	16%	9%	-2%	-5
Nc1nc2c(s1)CCc1ccccc1-2	0%	2%	-12%	1%	?	18%	0%	-1%	-6
CC(NS(=O)(=O)c1ccc2ccccc2c1)c1ccccn1 (stereo not drawn)	0%	1%	-15%	-4%	0%	-7%	-5%	-1%	-15
Cc1ccc(N(CC(=O)NCCSCc2ccco2)S(C)(=O)=O)cc1	2%	-5%	-1%	1%	1%	10%	2%	-4%	9
COc1ccc([N+](=O)[O-])cc1-c1[nH]c(-c2ccc(C(=O)O)cc2)nc1-c1ccccc1	-1%	-28%	-1%	14%	?	1%	?	-6%	31
COC(=O)Cc1c(CSc2ccccc2)oc2ccc(O)c(CN(C)C)c12	5%	-38%	-2%	0%	16%	18%	?	4%	-25
CCOc1ncccc1C(=O)N1CCN(S(=O)(=O)c2ccccc2)CC1	0%	18%	-2%	-2%	-2%	23%	-1%	0%	6
Cc1ccccc1C(=O)N1CCN(c2nc(N3CCOCC3)nc(N3CCOCC3)n2)CC1	10%	0%	0%	10%	6%	-2%	0%	-8%	-14
Cc1nc(N2CCC(C)CC2)c2c(C)c(C(=O)Nc3ccc4c(c3)OCCO4)sc2n1	7%	.	-5%	4%	-1%	-1%	5%	-5%	?
O=C(Nc1ccc(N2CCN(C(=O)c3ccco3)CC2)cc1)c1cccnc1Cl	8%	-2%	-13%	11%	0%	8%	-4%	11%	-11
COc1ccc(OC)c(-n2c(SCC(=O)NCC3CCCO3)nc3ccccc3c2=O)c1 (stereo not drawn)	-3%	-22%	-4%	-5%	-2%	14%	7%	6%	-22
